Assay outcomes from PubChem.
mIAP act = mouse IAP activation. muIAP, CDP-Star luminescence, 30 min; active compounds read high; 1 = vehicle-only enzyme signal, 0 = enzyme-free wells. activation factor at 10 µM. 0.24% of 330,000 active;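 active = activation factor of at least 2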; note: the source names both 10 and 20 µM as test concentration; values of inactives mirror those of a sister screen read the other way
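Assay system: mouse IAP enzyme; Reagent: CDP-Star chemiluminescent phosphatase substrate; Compound: DMSO-dissolved test compounds; Incubation: 30 min, room temperature; Technique: luminescence from enzymatic CDP-Star hydrolysis; Controls: DMSO-only wells and no-enzyme negative control.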
APOBEC3A inh = blocks human APOBEC3A ssDNA deamination | inhibition, % at 20 µM | recombinant A3A, FAM/TAMRA ssDNA deamination fluorescence | 0.41% of 330,000 active | AID 493011 | P31941;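 active = at least 40% inhibition at 20 µM here, with at most 30% in a related deaminase screen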;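 note: plate controls were A3A with DMSO for no effect and wells lacking A3A enzyme for full effect; some results filed as inactive read as strong as hits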
Target sequence (P31941 whole entry, looked up): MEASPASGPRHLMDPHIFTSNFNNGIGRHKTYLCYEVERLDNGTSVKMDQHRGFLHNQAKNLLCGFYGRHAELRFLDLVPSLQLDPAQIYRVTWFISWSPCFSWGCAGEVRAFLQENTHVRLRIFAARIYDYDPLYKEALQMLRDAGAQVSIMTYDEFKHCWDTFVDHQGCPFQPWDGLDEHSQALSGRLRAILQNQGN
HKDC1 inhibitor = HKDC1 (human) hexokinase inhibition; Q2TB90; recombinant HKDC1, G6PDH/diaphorase resazurin coupled fluorescence; inhibition, % at 20 µM; 0.16% of 340,000 active; AID 493160;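 active = inhibition above about 35% when tested at 20 µM, limit read from the data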;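 note: plate controls were DMSO wells with enzyme for no effect and DMSO wells lacking enzyme for full effect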
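Assay system: recombinant HKDC1 hexokinase; detection: coupled resazurin fluorescence, excitation 525 nm, emission 613 nm; benchmarks: DMSO-plus-enzyme-mix negative control, buffer-substituted positive control; compound dosing: single 20 µM dose; schedule: 90 min at room temperature in dark; also added: glucose plus 1 mM ATP as hexokinase substrates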
ATG4B inhibitor = inhibitors of human ATG4B cysteine protease; AID 504462; Q9Y4P1; inhibition, % at 8.33 µM; 0.51% of 340,000 active; ATG4B cleavage of LC3-PLA2, NBD-HPC fluorescence, 1 h; in the data active = inhibition above about 40%
Target sequence (Q9Y4P1 whole entry, looked up): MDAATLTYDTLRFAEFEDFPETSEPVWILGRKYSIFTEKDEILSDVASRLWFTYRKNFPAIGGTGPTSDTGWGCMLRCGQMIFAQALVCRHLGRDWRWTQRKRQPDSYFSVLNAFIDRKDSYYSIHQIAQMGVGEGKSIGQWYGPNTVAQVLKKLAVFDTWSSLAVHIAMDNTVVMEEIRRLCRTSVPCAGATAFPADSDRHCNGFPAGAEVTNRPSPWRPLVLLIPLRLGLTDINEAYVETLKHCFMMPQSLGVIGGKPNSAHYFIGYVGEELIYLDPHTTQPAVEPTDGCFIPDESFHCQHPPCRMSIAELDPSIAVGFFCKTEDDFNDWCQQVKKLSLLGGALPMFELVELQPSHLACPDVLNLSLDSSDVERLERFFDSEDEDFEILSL
mIAP block = blocks mouse intestinal alkaline phosphatase; purified mouse IAP, CDP-Star luminescence, 30 min; inhibition, % at 10 µM; 0.2% of 330,000 active; AID 2806;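 active = inhibition of at least 40% at 10 µM in the primary screen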;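 note: plate controls were DMSO with enzyme for no effect and no enzyme wells for full effect; values of inactives mirror those of a sister screen read the other way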
PfG6PD inh = PfG6PD (Plasmodium falciparum) enzyme inhibition; PfGluPho enzyme, NADPH resazurin-diaphorase fluorescence; inhibition, % at 20 µM; 0.78% of 350,000 active; AID 504690;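 active = inhibition reaching at least a set limit at 20 µM in the primary screen, cut at about 59% in these data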;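 note: 0% = DMSO wells with substrate and 100% = DMSO wells lacking glucose-6-phosphate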
hIAP act = human IAP activation; P09923; purified human IAP, CDP-Star luminescence, 30 min; active compounds read high; 1 = vehicle-only enzyme, 0 = enzyme-free background; activation factor at 10 µM; 0.16% of 330,000 active;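 active = activation factor of the enzyme at least 2-fold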; note: the source names both 10 and 20 µM as test concentration; values of inactives mirror those of a sister screen read the other way
hIAP block = human IAP inhibition; P09923; purified IAP, CDP-Star luminescence, 30 min; inhibition, % at 10 µM; 0.12% of 330,000 active; AID 2544;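 active = inhibition reaching a set limit with compound at 10 µM in the primary screen, cut at about 35% in these data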;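 note: plate controls were DMSO wells with enzyme for no effect and no-enzyme buffer wells for full effect; values of inactives mirror those of a sister screen read the other way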
Numbers without * were called inactive; · = no result given.

SMILES	mIAP act	APOBEC3A inh	HKDC1 inhibitor	ATG4B inhibitor	mIAP block	PfG6PD inh	hIAP act	hIAP block
C/C(=N\OCc1nc2ccccc2c(=O)n1/N=C/c1cc([N+](=O)[O-])ccc1O)c1ccccc1	0.78	-9	-25	-6	22	-11	1.1	-14
Cc1cccc(NC(=O)COC(=O)c2ccc3nc(C)c(C)nc3c2)c1	1	0	4	0	-2	-10	1.1	-8
O=C(Cc1ccccc1)N/N=C/c1ccccc1OCc1ccc(Cl)cc1	1.1	0	-2	-10	-12	13	1.2	-21
CCOc1ccccc1NC(=S)N1CCC(NC(=O)C(C)(C)C)CC1	0.87	2	0	-1	13	-8	0.93	7
Cc1cc(C)n(-c2nnc(C)c(=O)[nH]2)n1	1	3	-8	-5	-1	2	0.96	4
O=C1OC(/C=C/c2ccccc2)=NC/1=C/C=C/c1ccccc1	0.92	11	7	4	8	-17	0.89	11
O=C(O)C1CSC(c2ccccc2)N1C(=O)c1ccco1 (stereo not given)	1.1	4	-3	-3	-6	10	1.1	-12
Cc1ccc(OC(=O)c2cc(=O)c3ccccc3o2)cc1	0.98	1	-1	3	2	-7	0.96	4
COc1ccc2c(c1)/C(=N/N1C(=O)c3ccccc3C1=O)C(=O)N2	0.9	0	·	·	10	·	0.98	2
CCOC(=O)Cc1csc(NC(=O)COc2ccc3c(c2)CCC3)n1	0.99	0	1	-8	1	7	1.4	-36
O=C(NCCOc1ccc(Cl)cc1)C1CC(=O)N(c2ccc3c(c2)OCCO3)C1 (stereo not given)	0.97	11	-4	-12	2	-2	1.2	-18
COc1ccc2sc(-c3ccc(S(C)(=O)=O)cc3)c(C#CCO)c2c1	1	-4	7	-13	-1	37	1	-2
O=c1cc(-c2ccc(Cl)cc2)oc(=O)[nH]1	0.98	2	-4	-5	2	-10	0.96	4
Cc1ccc(NC(=O)CN2C(=O)N/C(=C/c3ccco3)C2=O)cc1	0.83	76	-2	-7	17	16	0.89	11
CCOc1cc(C(=O)NCCC(=O)N2CCC3(CC2)NCCc2[nH]cnc23)cc(OCC)c1OCC	1	-2	-4	-3	-1	6	1.1	-11
COc1ccc(NC(=O)C2CCN(S(=O)(=O)c3ccc4c(c3)NC(=O)CO4)CC2)cc1	1.1	0	-1	-11	-6	6	1.1	-9
OCCNCc1cccc(OCc2ccc(Cl)cc2)c1	1.1	6	0	1	-5	-8	0.96	4
O=C(O)CCc1ccc(-c2ccc(Cl)cc2)n1CC(=O)O	1	1	-2	11	-1	-13	1.3	-26
Cc1c(O)ccc(/C(Cc2ccc3ccccc3n2)=N\N)c1O	0.91	1	-8	-6	10	3	1.1	-5
CN(C)CCOc1cc(Cl)cc(Cl)c1	0.92	-3	-12	-10	8	5	0.96	4
Cn1cc(Cl)c(C(=O)Nc2nc3ccc(Cl)cc3s2)n1	0.94	-2	-8	-4	6	-2	0.93	7
Cc1ccsc1C(=O)NNC(=O)c1ccccc1F	0.96	-2	0	11	4	-4	0.98	2
COc1cc2c(cc1OC)C(c1ccccc1)NCC2 (stereo not given)	1	-1	-5	-10	-2	8	1.1	-6
CC12CCC(C/C1=N/NC(=O)COc1ccccc1Cl)C2(C)C (stereo not given)	0.95	1	-13	-8	5	15	0.93	7
Cc1cccn2c(=O)c(/C=N/O)c(Nc3ccccc3F)nc12	1.1	6	8	-3	-5	-5	1.1	-6
COc1ccccc1N(CC(=O)NCCSc1ccccn1)S(=O)(=O)c1ccccc1	0.96	-4	-1	-1	4	11	1	-3
CCOC(=O)c1ccc(NC(=O)c2cn(CCC#N)nc2-c2ccc3c(c2)OCCO3)cc1	1.1	0	0	-22	-5	16	1	-3
CSc1nc2c(c(=O)[nH]c(=O)n2C)n1Cc1ccc(Cl)cc1	0.94	1	-2	-9	6	65*	1.1	-12
O=C(COC(=O)c1cc([N+](=O)[O-])ccc1N1CCOCC1)Nc1cc(F)ccc1F	0.88	9	9	-12	12	13	0.85	15
O=C(NNc1ccccc1[N+](=O)[O-])Nc1ccc(F)cc1F	0.92	-2	-7	-3	8	5	0.96	4
CCC(=O)n1nc(-c2cccnc2)nc1NCc1cccs1	0.98	3	-1	-7	2	-1	1.1	-10
Cc1ccc(C2=NS(=O)(=O)N(C)C(C(=O)NCc3cccs3)=C2)cc1	0.89	-3	4	-15	12	-3	0.91	9
COc1ccc(/C=N/Nc2cc(C)nc(N3CCOCC3)n2)cc1OC	1	-3	-2	-8	0	10	0.9	10
c1ccc2c(c1)CNc1ccccc1C2	0.96	-6	-2	1	4	2	0.88	12
CCn1c(SCC(=O)OC2CCCCC2)nnc1-c1ccncc1	1	-1	-4	0	-1	-10	1.1	-13
CCCN1C(=O)C(NC(=O)c2ccncc2)(C(F)(F)F)C2=C1CC(C)(C)CC2=O (stereo not given)	1	-4	-9	-5	-2	-14	1	0
Cc1cccc(CSc2nnc(-c3ccccn3)n2N)c1	0.95	-2	-4	-2	5	3	0.94	6
Cc1cc(S(=O)(=O)N2CCCC2)ccc1OCC(=O)Nc1ccccc1	1	0	2	-5	-4	-1	0.96	4
CCC1=NN2C(=N)/C(=C\c3cccn3-c3c(C)cccc3C)C(=O)N=C2S1	0.9	-3	6	84*	10	-44	1.1	-7
Cc1ccccc1N1CCN(C2CCCN(C(=O)CCN3CCCCC3=O)C2)CC1 (stereo not given)	1	-6	-3	0	-3	-13	1.3	-32
O=C(Nc1ccc(Cl)cc1)c1cccc(OC(=S)N2CCOCC2)c1	0.99	-2	-2	-2	1	23	0.93	7
O=S(=O)(c1ccc(F)cc1)N1CCC(n2cnc3ccccc32)CC1	1	-3	3	-6	0	-1	1	-2
CN(Cc1ccc(F)cc1)S(=O)(=O)c1nnc(NC(=O)c2ccccc2Br)s1	0.92	-1	2	36	8	-18	1.3	-28
O=C(COc1ccc2ccccc2c1)NN1C(=O)c2ccccc2C1=O	0.81	0	14	-2	18	4	1.1	-7
Cc1ccc(S(=O)(=O)Nc2c(NC3CCCCC3)c3ccccc3oc2=O)cc1	1.1	1	5	12	-7	-1	0.83	17
Cc1noc(C)c1COC(=O)c1ccc(S(=O)(=O)NCc2ccco2)cc1	0.95	4	-2	-2	5	7	0.91	9
COc1cccc(C(C(=O)NC2CCCC2)N(C(=O)c2ccco2)c2ccc(NC(C)=O)cc2)c1OC (stereo not given)	1	-1	3	5	-2	-12	0.96	4
Cn1nc(C(=O)N2CCN(c3ccccn3)CC2)c2ccccc2c1=O	0.96	-1	3	1	4	-14	0.97	2
Cc1ccc([N+](=O)[O-])c(C(=O)Nc2cccnc2Cl)c1	1.1	5	-5	8	-5	-9	1.1	-7
Cc1ccc(CCNC(=O)C2CCCN(S(=O)(=O)c3cnc[nH]3)C2)cc1 (stereo not given)	0.93	-2	-4	-3	7	-10	1	-4
CCOc1ccccc1C1CC(=O)Nc2cc3c(cc21)OCO3 (stereo not given)	1	-1	3	3	-4	32	1.1	-6
CC1=NN(c2ccccc2)C(=O)/C1=C/N(C)C	1.1	1	-2	-11	-6	6	0.93	7
CC[C@@]1(C(=O)OC)N[C@H](CN(C)S(=O)(=O)c2ccc(C(C)(C)C)cc2)[C@@H]2C(=O)N(C)C(=O)[C@@H]21	0.97	-2	-3	·	3	8	1.1	-10
O=S(=O)(c1ccc(Oc2ccc(S(=O)(=O)N3CCOCC3)cc2)cc1)N1CCOCC1	0.99	-3	-3	-4	1	-12	0.78	22
CN1CCN(Cc2ccc(-c3ccc(Cl)cc3)o2)CC1	1.1	-10	-10	-9	-13	6	1.3	-29
COc1ccc(NC(=O)C2CC(c3ccccc3O)=NO2)cc1OC (stereo not given)	1	-1	-1	4	-3	6	1	-4
CSc1ccccc1OCc1cc(C(=O)N(C)CC2COCCO2)no1 (stereo not given)	0.98	0	-9	0	2	11	1.1	-10
NC(=S)N/N=C/c1ccc(C(F)(F)F)cc1	0.95	-1	-6	-5	5	6	0.88	12
Cc1ccc2[nH]c(=O)c(CN(Cc3cccnc3)Cc3nnnn3CC3CCCO3)cc2c1 (stereo not given)	1	-1	-2	2	-4	-4	1.1	-11
CCC(O)C(C)(C)C (stereo not given)	0.96	-3	-1	-1	4	-4	0.71	29

Reformatted with bars between the fields: three of the compounds above.
Compound | mIAP act | APOBEC3A inh | HKDC1 inhibitor | ATG4B inhibitor | mIAP block | PfG6PD inh | hIAP act | hIAP block
CCOc1ccccc1C1CC(=O)Nc2cc3c(cc21)OCO3 (stereo not given) | 1 | -1 | 3 | 3 | -4 | 32 | 1.1 | -6
CC1=NN(c2ccccc2)C(=O)/C1=C/N(C)C | 1.1 | 1 | -2 | -11 | -6 | 6 | 0.93 | 7
CC[C@@]1(C(=O)OC)N[C@H](CN(C)S(=O)(=O)c2ccc(C(C)(C)C)cc2)[C@@H]2C(=O)N(C)C(=O)[C@@H]21 | 0.97 | -2 | -3 | · | 3 | 8 | 1.1 | -10

Entries from the list above containing an aryl methoxy group:
SMILES	mIAP act	APOBEC3A inh	HKDC1 inhibitor	ATG4B inhibitor	mIAP block	PfG6PD inh	hIAP act	hIAP block
COc1ccc2c(c1)/C(=N/N1C(=O)c3ccccc3C1=O)C(=O)N2	0.9	0	·	·	10	·	0.98	2
COc1ccc2sc(-c3ccc(S(C)(=O)=O)cc3)c(C#CCO)c2c1	1	-4	7	-13	-1	37	1	-2
COc1ccc(NC(=O)C2CCN(S(=O)(=O)c3ccc4c(c3)NC(=O)CO4)CC2)cc1	1.1	0	-1	-11	-6	6	1.1	-9
COc1cc2c(cc1OC)C(c1ccccc1)NCC2 (stereo not given)	1	-1	-5	-10	-2	8	1.1	-6
COc1ccccc1N(CC(=O)NCCSc1ccccn1)S(=O)(=O)c1ccccc1	0.96	-4	-1	-1	4	11	1	-3
COc1ccc(/C=N/Nc2cc(C)nc(N3CCOCC3)n2)cc1OC	1	-3	-2	-8	0	10	0.9	10
COc1cccc(C(C(=O)NC2CCCC2)N(C(=O)c2ccco2)c2ccc(NC(C)=O)cc2)c1OC (stereo not given)	1	-1	3	5	-2	-12	0.96	4
COc1ccc(NC(=O)C2CC(c3ccccc3O)=NO2)cc1OC (stereo not given)	1	-1	-1	4	-3	6	1	-4

Rows are unselected; overall some 2.4% were active at least once.
